A549 viability: A549 cytotoxicity, counter-screen for Nrf2 inhibitors | A549 ARE-Fluc cells, CellTiter-Fluor viability, 18-24 h | Potency, µM (series often up to 46 µM), without a hit: at the top dose activity change, negative = cytotoxicity, most hits filed as inhibitors | 0.16% of 390,000 active; further: potency means the concentration at half of the fitted maximal effect; on the % scale 0 is the no-effect control and ±100 the full control effect
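A549 ARE-Fluc cells in 5% FBS OPTI-MEM, 5000 cells/well, rested 2 h then exposed to compounds in concentration-response for 18-24 h at 37 °C. Viability by CellTiter-Fluor fluorescence (Ex 405/Em 525) after 30 min; luciferase luminescence (BugLite, 15 min, RT) read afterwards.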
CCT chaperon mod: changes cytosolic chaperonin activity; purified chaperonin ATPase assay, HTRF ADP detection, 30 min; activity change, % (test concentration not listed), hits read low; 0.3% of 360,000 active; in the data active means activity change below about -30%; further: on the % scale 0 is the no-effect control and ±100 the full control effect
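Nucleotide hydrolysis assay: TRiC at 20–40 nM final (set by batch activity) with 10 uM ATP, 30 min at 37 °C, in presence of 76 uM compound. Detection by competitive ADP HTRF, 30 min ambient.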
TGFb inhibitor: TGF-b pathway inhibition; HepG2 CAGA-GFP TGF-b/SMAD3 reporter, GFP fluorescence, 18 h; TGF-beta stimulated, 500 pg/mL final; Potency, µM (series often up to 46.1 µM), without a hit: at the top dose activity, negative = inhibition, most hits filed as inhibitors; 1.2% of 410,000 active; further: potency means the concentration at half of the fitted maximal effect; on the % scale 0 is the no-effect control and ±100 the full control effect; nearly all actives have a fitted effect of over 65% in size
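HEPG2 CAGA-GFP, 1000 cells/well; 2 h settle, 37 C; cpd via pin tool; TGF-b 500 pg/mL final; 18 h, 37 C; GFP imaging ex488/em500-530; %Activity normalised to -TGF-b and +DMSO controls; CRC fit, curve class.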
pAkt inh: Akt phosphorylation inhibition. 0.32% of 360,000 active. AID 651550. Neuro2A IGF-stimulated pAkt S473 HTRF, 20 min; active compounds read low. activity change, % for hits at 50 µM; in the data active means activity change below about -80%; inconclusive means mostly about -51% to -80%; further: on the % scale 0 is the no-effect control and ±100 the full control effect
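Neuro2A cells in DMEM with 0.5% FBS, overnight at 37 deg C, given compound at single 50 µM final, then IGF (6 nM final) for 20 min at 37 deg C. Lysed; phospho-Akt Ser473 by HTRF after 24 h, 665/615 ratio.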
ATXN viability: reduces viability in counter-screen for ATXN expression inhibitors; 0.49% of 400,000 active; S2 cells (HEK-293 line with an ATXN2-luciferase reporter) viability, CellTiter-Fluor protease fluorescence, 24 h; Potency, µM (titrated, usually from 56.7 µM), hits mostly cytotoxic; AID 651635; further: potency means the concentration at half of the fitted maximal effect; nearly all actives have a fitted effect of over 40% in size
MmCpn inh: blocks the Methanococcus maripaludis chaperonin Mm-Cpn; Potency, µM (highest dose often 76.9 µM), without a hit: at the top dose activity, negative = inhibition, actives largely listed as inhibitors; purified Mm-Cpn ATPase, ADP Transcreener TR-FRET; 0.031% of 330,000 active; AID 504842; further: potency means the concentration at half of the fitted maximal effect; on the % scale 0 is the no-effect control and ±100 the full control effect; nearly all actives have a fitted effect of over 80% in size
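Eu-cryptate anti-ADP/ADP-d2 competition gives a ratio inversely related to ADP. Enzyme at 25 nM was pre-exposed to compound for 10 min, then given 10 uM ATP for 30 min, 37°C throughout.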
Nrf2 inh: blocks Nrf2 signaling; A549 ARE-Fluc reporter, luciferase luminescence, 18-24 h; Potency, µM (highest dose often 46 µM), for inactives: at the highest dose activity change, negative = inhibition, most hits filed as inhibitors; 2.1% of 360,000 active; AID 504444; further: potency means the concentration at half of the fitted maximal effect; on the % scale 0 is the no-effect control and ±100 the full control effect; nearly all actives have a fitted effect of over 60% in size
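A549 ARE_Fluc cells, 5000/well, 5% FBS OPTI-MEM; compounds in dose-response, 18-24 h at 37 °C/5% CO2; CellTiter-Fluor viability read (Ex 405/Em 525), then BugLite luciferase luminescence = Nrf2 activity.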
Nrf2 ARE act: Nrf2 pathway activation | AREc32 ARE-luciferase reporter (MCF7-derived line), luminescence, 24 h | Potency, µM (doses to about 46.1 µM), for inactives: at the highest dose activation, actives largely listed as activators | 0.31% of 410,000 active; further: potency means the concentration at half of the fitted maximal effect; % of control where 0% means no effect; nearly all actives have a fitted effect of over 65% in size
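Cells of the AREc32 ARE-luciferase line are plated in OPTI-MEM containing 5% FBS and left overnight at 37 deg C. Compounds are pinned in, incubation continues 24 hr, and firefly luciferase signal is then measured.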
HepG2 tox: kills HepG2 cells in TGF-b inhibitor counter-screen; HepG2 CAGA-GFP viability, ATP luminescence, 18 h; Potency, µM (highest dose often 46.1 µM), without a hit: at the highest dose activity change, negative = cytotoxicity, most hits filed as cytotoxic; 0.76% of 410,000 active; further: potency means the concentration at half of the fitted maximal effect; some results filed as inactive show a strong effect at the top dose
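HepG2 CAGA-GFP cells (1000/well, DMEM with 1% FBS) received compound, then TGF-beta at 500 pg/mL final, and were incubated 18 hours at 37 degrees C. Viability was read by CellTiter-Glo luminescence. Media-only wells were set as complete cell-killing and DMSO as no toxicity.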
Active calls of the source: *; i = inactive; ? = inconclusive; nt = not tested or not shown; [ ] = dose if it differs, or a comment. Unless noted, the call rests on the fitted dose curve; in most records, active means well fitted curve in the direction sought with a large enough effect; inconclusive means small, poorly fitted or top-dose-only effect, or another doubt; inactive means no such curve, though single readings can be large; an effect the other way counts as inactive or inconclusive.

SMILES | A549 viability | CCT chaperon mod | TGFb inhibitor | pAkt inh | ATXN viability | MmCpn inh | Nrf2 inh | Nrf2 ARE act | HepG2 tox
COc1ccc2[nH]c(C)c(CCNC(=S)Nc3ccc(C)cc3)c2c1 | -3% | -6.3 | ? | i | ? | 1% | ? | 0.3% | -24%
COc1cccc(C2=NOC(C(=O)Nc3ccc(OC)c(OC)c3)C2)c1 (stereo unspecified) | 0% | 2.2 | ? | i | i | -1% | ? | 0.1% | -6%
Cc1cccc(-c2cc(C(=O)N3CCCc4ccccc43)c3ccccc3n2)c1 | 2% | -0.7 | -14% | i | i | 3% | ? | 2.6% | -6%
CCOc1ccc(S(=O)(=O)Nc2ccncc2)c(C)c1C | -1% | 1.0 | -3% | i | i | -2% | -18% | -0.2% | 3%
CS(=O)(=O)c1cccc(S(=O)(=O)N2CCN(c3ccccn3)CC2)c1 | 1% | 0.6 | -12% | i | i | 1% | -22% | 0.6% | -3%
COn1c(SCc2cccnc2)nc2ccccc2c1=O | -2% | -0.2 | 0% | i | i | 1% | -11% | 17% | -8%
CCOC(=O)CSc1nn(C)c(=S)s1 | -1% | -1.2 | 13% | i | i | -3% | 21% | -0.3% | 1%
Cc1ccc(C)c(N2CCN(S(=O)(=O)c3ccc(-c4cnc(C5CC5)o4)cc3)CC2)c1 | -4% | nt | ? | nt | i | nt | nt | 0.1% | -11%
CCN(C(=O)CCN1C(=O)c2ccccc2S1(=O)=O)c1ccccc1 | -1% | 0.2 | -1% | i | i | -2% | 4% | -0.3% | -13%
CCOC(=O)N1CCN(C(=O)C2CCN(S(=O)(=O)c3ccc(Br)s3)CC2)CC1 | 16% | -2.6 | 1% | i | i | 0% | nt | -0.6% | -15%
Cc1c(C(=O)Oc2cccc3cccnc23)cccc1[N+](=O)[O-] | 2% | -1.0 | ? | i | i | 1% | 0% | 15% | -42%
COc1ccccc1NS(=O)(=O)c1cc(Cl)ccc1OC | -14% | -1.9 | -15% | i | i | -3% | -14% | -0.5% | -27%
COc1cc(C)nc(N2CCC(C(=O)NC3CCCCC3)CC2)n1 | 12% | 4.1 | 4% | i | i | 0% | ? | 0.1% | 12%
O=C(Nc1cccc(F)c1)Nc1ccc2c(c1)OCO2 | 0% | 0.9 | -21% | i | i | 0% | 4% | 0.0% | -15%
CC(C)OC(=O)C1C(=O)CC(C)(O)C(C(=O)OC(C)C)C1c1ccc([N+](=O)[O-])cc1 (stereo unspecified) | 0% | -3.8 | -11% | i | i | 1% | 5% | 0.1% | -4%
O=C(CCC(=O)Nc1ccccc1Cl)NNC(=O)c1ccco1 | 1% | -1.2 | -1% | i | i | -3% | 2% | 0.2%[9.22 µM] | 2%
O=C(Nc1cnc2ccccc2c1)N1CCOCC1 | 1% | -9.8 | 0% | i | i | 1% | ? | 1.6% | 40%
COC(=O)c1ccc(=O)n(Cc2ccc3c(c2)OCO3)c1 | 1% | 0.6 | 0% | nt | i | 0% | 6% | 5.4% | 3%
O=Nc1c(-c2c(O)[nH]c3cc(Br)ccc23)[nH]c2ccccc12 | 21µM* | -2.5 | 8.9µM* | i | 11µM* | -6% | 10µM* | -2.2% | 7.9µM*
CCNC(=S)N(CCc1ccccc1C)Cc1cc2cc(OC)c(OC)cc2[nH]c1=O | 3% | -4.6 | -14% | i | i | 1% | -4% | -1.0% | -10%
CCCC/C=C/C(NC(=O)c1ccc(-c2ccccc2)cc1)c1ccccc1 (stereo unspecified) | -1% | -2.7 | 7% | i | i | nt | 2% | 0.3% | -20%
CC1(C(=O)N2CCN(c3ccccc3)CC2)CC1(Cl)Cl (stereo unspecified) | 18% | 0.2 | 9% | i | i | 0% | -5% | -0.6% | -15%
CSc1cccc(NC(=S)N(Cc2ccccc2)Cc2ccccn2)c1 | 1% | 0.8 | -12% | i | i | 0% | ? | 0.3% | -4%
Clc1ccc(-c2nnn3c2nc(N2CCCCC2)c2ccccc23)cc1 | -1% | nt | -17% | nt | i | nt | 6% | 5.4% | -11%
CC(=O)N1CCCN(Cc2cn(-c3cccc(C)c3)nc2-c2cccc(F)c2)CC1 | 0% | -3.0 | -21% | i | ? | 0% | -3% | 5.5% | -30%
Cn1c(=O)c2cc(NC(=O)Cc3ccccc3F)ccc2n1Cc1ccc(Cl)cc1 | nt | -0.7 | 5% | i | i | nt | nt | 1.0% | -29%
O=C(CN1CCSc2ccccc21)NCCCc1ccccc1 | 2% | -4.0 | -9% | i | ? | -6% | 6% | 2.4% | 19%
CC12CCC(=O)N1C(C(=O)Nc1nc(-c3ccc(F)cc3)cs1)CS2 (stereo unspecified) | -5% | -0.6 | 0% | i | i | -1% | -6% | 3.7% | -7%
COc1ccccc1NC(=O)C1CCCN(c2cc(C)nc3ncnn23)C1 (stereo unspecified) | -1% | -1.3 | 0% | i | i | -2% | 2% | -0.5% | -9%
CC(C)NC(=O)c1onc(CSc2ccc(F)cc2)c1C(=O)O | 7% | -1.0 | 32% | i | i | 0% | 11% | 0.1% | 12%
CCc1ccc(CSc2nc(-c3ccccc3OC)nc3c2Cc2c(CO)cnc(C)c2O3)cc1 | -9% | nt | 8% | nt | i | nt | ? | 0.3% | 10%
Cc1cc(F)ccc1C(O)c1ncc(-c2ccccc2C(F)(F)F)[nH]1 (stereo unspecified) | nt | -3.7 | ? | i | i | nt | nt | 0.9% | -42%
COc1ccccc1C(=O)NCC(c1ccc(N(C)C)cc1)N1CCc2ccccc21 (stereo unspecified) | -4% | nt | ? | nt | nt | nt | nt | 15% | -24%
O=C(C1CCC1)N1CCN(c2ccc(C(F)(F)F)cc2[N+](=O)[O-])CC1 | -6% | 3.1 | -8% | i | i | 0% | 6% | -0.5% | -3%
CN(C)c1cc(=O)n2c(n1)SCCC2 | -3% | -1.1 | -6% | i | i | -2% | 2% | 0.0% | -2%
Cn1c(SCC(=O)Nc2ccccc2F)nnc1-c1cc2ccccc2o1 | 21% | 0.8 | 11% | i | i | 1% | 26% | -0.7% | -2%
CCC(=O)N1CCc2cc(S(=O)(=O)Nc3cc(C)ccc3OC)ccc21 | 0% | nt | ? | nt | i | nt | ? | 0.6% | -32%
CC(CCc1ccccc1)NC(=O)C1CCN(c2nnc(-n3cccc3)s2)CC1 (stereo unspecified) | 1% | -4.5 | -24% | i | i | -6% | 17% | 0.5% | -31%
N#Cc1ccc(-c2cccs2)nc1SCc1ccc(Br)cc1 | 0% | nt | 2% | nt | ? | nt | 6% | 14% | -20%
COc1ccc(CN2CCc3ccc(NC(=O)c4ccncc4)cc3C2)c(F)c1 | -6% | -0.3 | -29% | i | i | 0% | ? | -0.2% | -13%
O=C1C2CCCN2C(c2ccc(Br)cc2)N1c1ccc(F)cc1 (stereo unspecified) | -2% | -1.6 | ? | i | i | 0% | -2% | -0.8% | -11%
O=C(CSc1nc2ccccc2o1)Nc1nc(-c2ccccc2)cs1 | 14% | -0.7 | 0% | i | i | 2% | ? | 3.5% | -2%
Cc1ccc2oc(=O)c3cc(C(=O)N(Cc4ccccc4)C(C)C)sc3c2c1 | -3% | nt | -18% | nt | i | nt | 14% | 0.7% | -24%
COc1ccc(NC(=O)c2ccc(-n3cncn3)c([N+](=O)[O-])c2)cc1OC | 2% | 0.8 | -5% | i | i | 1% | 1% | -0.6% | -3%
O=C1NC2=C(C(=O)CCC2)C(c2ccccc2)N1 (stereo unspecified) | -13% | 1.0 | 0% | i | i | -1% | ? | -0.8% | 0%

Complete entries as entered above.
Profile of Cn1c(SCC(=O)Nc2ccccc2F)nnc1-c1cc2ccccc2o1 : A549 viability: 21%; CCT chaperon mod: 0.8; TGFb inhibitor: 11%; pAkt inh: i; ATXN viability: i; MmCpn inh: 1%; Nrf2 inh: 26%; Nrf2 ARE act: -0.7%; HepG2 tox: -2%
Profile of Cc1ccc2oc(=O)c3cc(C(=O)N(Cc4ccccc4)C(C)C)sc3c2c1 : A549 viability: -3%; CCT chaperon mod: nt; TGFb inhibitor: -18%; pAkt inh: nt; ATXN viability: i; MmCpn inh: nt; Nrf2 inh: 14%; Nrf2 ARE act: 0.7%; HepG2 tox: -24%

The listing continues:
SMILES | A549 viability | CCT chaperon mod | TGFb inhibitor | pAkt inh | ATXN viability | MmCpn inh | Nrf2 inh | Nrf2 ARE act | HepG2 tox
O=C(CN1CCN(C(=O)c2cc(C3CC3)nn2-c2ccccc2)CC1)Nc1ccc(F)cc1 | nt | -2.8 | -1% | i | i | nt | nt | 3.5% | -4%
Cc1ccc(P(C)(=O)c2ccc(C)cc2)cc1 | 0% | -1.8 | 12% | i | i | 1% | 31% | -0.5% | -4%
O=c1cc(O)c2sc3nc(-c4ccccc4)cc(C(F)(F)F)c3c2[nH]1 | -3% | -1.4 | ? | i | i | -10% | -27% | ? | -16%
O=C(c1cc(-c2ccccc2Cl)nc2ccccc12)N1CCN(c2ccccc2O)CC1 | -16% | -0.6 | -5% | i | ? | -2% | ? | -0.1% | 1%
O=C(Nc1ccc(N2CCOCC2)cc1)C1CC1 | -6% | 0.8 | 2% | i | i | -1% | 14% | -0.3% | 6%
CCN(C(=O)CSc1ncnc2c1cnn2-c1ccccc1)C1CCS(=O)(=O)C1 (stereo unspecified) | -10% | 1.0 | -8% | i | i | 0% | ? | -0.1% | 0%
CCOC(=O)c1cc(C#N)c(Oc2ccc(F)cc2)nc1-c1ccccc1 | -1% | -0.8 | 3% | i | i | -1% | nt | 0.4% | -12%
C#CCn1ccc(O)c(Cc2ccccc2)c1=O | -4% | 1.6 | 14% | i | i | -6% | ? | -0.5% | -3%
COc1ccc(C(=O)Nc2ccccc2C(=O)NCc2cccnc2)cc1OC | ? | -2.4 | -12% | i | ? | -1% | -12% | -0.1% | -15%

Assay outcomes (PubChem)
